# TRPN1 ag: zebrafish TRPN1 (NompC) channel agonism; activation, % at 3 µM; HEK293 zebrafish TRPN1-YFP, Fluo-8 calcium fluorescence; 100% = response to 87 µM carbachol; 220,000 compounds, 0.18% hits;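 active = activation above its plate's cutoff, the mean activation of test wells on that plate plus 3 SD, cut at about 19% in these data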;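 also: 0% = DMSO alone and 100% = 87 µM carbachol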
#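 System: zebrafish TRPN1-YFP in HEK293 cells / Dosing: 3 µM single point / Timing: dye loading 1 h at 37 °C, then 30 min room temperature / Signal: Fluo-8 calcium fluorescence, excitation 470-495 nm, emission 515-575 nm / Read-out basis: percent activation from peak over basal fluorescence ratio, control-normalized / Control set: high carbachol 87 µM, low DMSO alone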
# TRPML3 ag: agonists of human TRPML3 channel; activation, % at 3 µM; Q8TDD5; 220,000 compounds, 0.29% hits; HEK293 TRPML3-YFP, Fluo-8 calcium fluorescence; 100% = the carbachol control signal;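 active = activation above its plate's cutoff, the mean activation of the plate's test wells plus 3 SD, cut at about 12% in these data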;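 also: 0% = DMSO only wells and 100% = carbachol wells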
#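 Test system: TRPML3-YFP stable HEK293 cells. Doses: single point at 3 µM. Incubation: dye loading 1 h 37 °C then 30 min ambient, 125 s read. Signal: Fluo-8 calcium dye fluorescence, ex 470-495, em 515-575 nm. Measure: percent activation from peak-to-basal fluorescence ratio, scaled between DMSO and carbachol.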
# NPY-Y2 PAM-ag: potentiators or agonists of human neuropeptide Y receptor Y2. P49146. cells expressing NPY-Y2, potentiator/agonist read-out. activation, % at 3.6 µM. 220,000 compounds, 0.45% hits. AID 1359; in the data active = activation above about 27%;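 also: cells stimulated with NPY near EC25 plus isoproterenol at EC100; 0% = vehicle plus submaximal agonist and 100% = vehicle plus saturating agonist; some results beyond the cut were filed as inactive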
# NPY Y1 blocker: antagonists of human neuropeptide Y receptor Y1; 200,000 compounds, 1% hits; inhibition, % at 3.6 µM; AID 1040; HEK293-CNG Y1 cells, membrane potential fluorescence; NPY at EC95, then isoproterenol;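 active = inhibition above the campaign mean inhibition of all tested compounds plus 3 SD, cut at about 20% in these data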;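 also: 0% = DMSO wells given NPY plus isoproterenol and 100% = isoproterenol alone without NPY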
# Target sequence (P25929 whole entry, looked up): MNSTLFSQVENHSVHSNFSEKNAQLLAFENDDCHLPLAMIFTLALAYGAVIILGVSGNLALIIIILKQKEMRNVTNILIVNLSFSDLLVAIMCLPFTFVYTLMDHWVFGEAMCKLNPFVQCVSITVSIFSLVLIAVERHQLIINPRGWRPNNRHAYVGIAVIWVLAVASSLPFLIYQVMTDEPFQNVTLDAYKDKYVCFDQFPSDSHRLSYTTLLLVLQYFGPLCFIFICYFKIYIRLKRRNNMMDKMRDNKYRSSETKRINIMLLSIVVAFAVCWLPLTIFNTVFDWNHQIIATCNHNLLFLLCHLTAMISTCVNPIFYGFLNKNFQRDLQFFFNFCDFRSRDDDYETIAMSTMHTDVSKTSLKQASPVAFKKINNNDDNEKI
#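 Test system – HEK293 Y1/CNG channel cell line · Also added – NPY agonist 25 nM, then isoproterenol 1 µM plus Ro 20-1724 25 µM · Compound dosing – one concentration, 3.6 µM, in 0.4% DMSO · Schedule – compound incubation 1 h at room temperature, readout 45 min post-stimulation · Technique – fluorescence, membrane potential probe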
# NPY1 pot ag: human NPY-Y1 potentiation or agonism, primary screen; 220,000 compounds, 0.37% hits; activation, % at 3.6 µM; P25929; NPY-Y1 expressing cells, potentiator/agonist activation; in the data active = activation above about 33%, passing the limit was not always enough;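 also: cells stimulated with NPY at EC10 then isoproterenol at EC100; 0% = low agonist plus stimulus and 100% = saturating agonist plus stimulus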
# S1P4 antag: antagonists of human S1P4 receptor | O95977 | AID 1510 | inhibition, % at 4.98 µM | S1P4-expressing cells, antagonist mode, reporter read-out | 220,000 compounds, 0.26% hits; in the data active = inhibition above about 29%;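 also: 0% = wells stimulated with agonist and 100% = vehicle wells without agonist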
# CHOP inh: CHOP inhibition in unfolded protein response. CHO-K1 CHOP-promoter luciferase, tunicamycin-induced, 15-18 h. inhibition, % at 10 µM. 220,000 compounds, 3.8% hits. AID 2732;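 active = compounds that reduced the stress-induced luciferase reporter signal by more than about 70% of percent inhibition, limit read from the data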;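 also: 0% = tunicamycin plus vehicle and 100% = wells without tunicamycin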
# EP2 mod: modulates human prostaglandin E2 receptor EP2 signaling. induction, % at 25 µM. 260,000 compounds, 0.83% hits. EP2-expressing cells, cAMP HTRF FRET, PGE2 co-stimulation. AID 940. P43116;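 active = compounds whose cAMP rise, as percent of the full-agonist control response, exceeds 60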;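 also: rat C6 glioma line stably carrying human EP2 under a CMV promoter; the protocol text gives 20 µM as final concentration; 100% = response of wells given 1 µM PGE2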
# Target sequence (P43116 whole entry, looked up): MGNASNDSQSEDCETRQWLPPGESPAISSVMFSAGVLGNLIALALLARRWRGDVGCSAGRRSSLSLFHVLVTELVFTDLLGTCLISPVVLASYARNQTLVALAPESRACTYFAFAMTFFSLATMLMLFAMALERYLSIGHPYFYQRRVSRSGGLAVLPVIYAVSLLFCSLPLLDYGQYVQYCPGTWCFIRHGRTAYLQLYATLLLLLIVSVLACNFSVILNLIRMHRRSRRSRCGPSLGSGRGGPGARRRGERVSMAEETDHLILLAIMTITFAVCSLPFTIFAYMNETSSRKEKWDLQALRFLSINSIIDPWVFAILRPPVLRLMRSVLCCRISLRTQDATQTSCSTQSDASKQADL
# S1P4 agonist: human S1P4 receptor agonism. activation, % at 4.98 µM. S1P4-expressing cell line, agonist reporter assay. O95977. 220,000 compounds, 0.35% hits; in the data active = activation above about 11%;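 also: 0% = DMSO vehicle and 100% = reference agonist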
# Numbers without * were called inactive; . = no result given; & = joins results of further samples.
SMILES,TRPN1 ag,TRPML3 ag,NPY-Y2 PAM-ag,NPY Y1 blocker,NPY1 pot ag,S1P4 antag,CHOP inh,EP2 mod,S1P4 agonist
CC1CCN(c2ccc(C(=O)NCc3cccs3)cn2)CC1,-0.7,-0.5,7,2,5,-17,40,-19,0.5
Cc1ccc(NC(=O)CN(C)C(=O)COc2cc(F)ccc2[N+](=O)[O-])cc1,0.5,0.7,2,-2,15,1,18,6,0.1
Cc1ccc(NCC(=O)c2ccc([N+](=O)[O-])cc2)cc1,1.9,0.8,1,8,1,-25,-31,-2,2.7
O=C(NC(C(=O)c1ccccc1)n1cnccc1=O)c1ccccc1 (configuration not stated),-1.4,1.9,8,3,2,-25,7,-4,2.6
Brc1ccc(-c2csc(Nc3nc(-c4ccc(Br)cc4)cs3)n2)cc1,-1.6,0.5,-12,.,-11,0,-26,-21,0.8
Cn1c(=O)c2c(nc(SCc3cccnc3)n2Cc2ccc(F)cc2)n(C)c1=O,-0.4,-0.1,20,-2,3,-20,7,28,-1.6
O=C(NCCO)c1cc2c(s1)CCC2,-0.5,0.8,-7,-2,7,-19,17,17,-0.8
Cc1ccc2c(c1)N(C(C)C(=O)NCc1ccc3c(c1)OCO3)C(=O)CO2 (configuration not stated),1.3,-0.8,-2,.,-1,-17,-6,19,-0.2
CC1CN(C2=CC(=O)CCC2)CC(C)O1 (configuration not stated),0.7,0.7,-1,0,1,-4,17,8,2.2
O=C(CSc1cn(Cc2ccccc2)c2ccccc12)N1CCOCC1,0.0,0.5,7,4,14,-14,-1,-37,2.6
O=C(Cn1cc(Cl)ccc1=O)c1ccc(Cl)cc1,-0.8,-0.1,-13,7,8,-8,-11,16,-0.7
Clc1ccc(/C=N/Nc2ccccn2)cc1,-0.7,0.1,-7,2,-10,-15,16,1,0.6
Cn1cc(CN2CCC(O)CC2)c(-c2ccc(Oc3ccccc3)cc2)n1,0.3,1.1,-8,10,-16,7,-2,-22,-1.1
CC1CN=C(c2cccn2Cc2ccc(F)cc2Cl)O1 (configuration not stated),-1.4,0.3,-19,9,-7,-7,72*,54,-2.5
CCNC(=S)Nc1cc(OCC)c(NC(=O)c2ccco2)cc1OCC,1.6,-0.7,-1,1,-19,-17,15,21,-1.1
CC(C)NCC(O)COc1ccc(CC(N)=O)cc1 (configuration not stated),0.3,0.4,15,-1,14,-24,20&-1,-10&27&0,1.5
O=C1NC(c2ccccc2)=CC(c2ccccc2)N1 (configuration not stated),-1.0,0.1,-14,3,-12,-6,2,14,1.8
CCOC(=O)C(C)Sc1nc2c(c(=O)[nH]c(=O)n2C)n1C/C=C(/C)Cl (configuration not stated),0.1,-1.0,-18,6,-24,-13,-14,27,-0.1
CCOc1ncccc1C(=O)OCC(=O)Nc1ccc(S(=O)(=O)N2CCOCC2)cc1,-0.5,0.8,-10,-1,-28,-2,-1,3,1.1
CN1C(=O)CC(N2CCN(c3ccc(Cl)c(Cl)c3)CC2)C1=O (configuration not stated),0.6,0.4,14,-4,8,8,20,3,0.0
Cc1ccc(C(=O)N/C(=C/c2cccc([N+](=O)[O-])c2)C(=O)NC(C)C)cc1,0.9,0.1,3,6,2,-8,-7,11,-2.6
CCOC(=O)NC(=O)COC(=O)CCCSc1nc2ccccc2s1,0.4,0.5,-8,8,-2,-4,38,-23,-0.6
O=[N+]([O-])c1cc(/C=N/O)ccc1Sc1ccccc1,0.0,0.6,-4,-2,13,-1,14,36,1.7
S=c1[nH]c(-c2ccccc2)cn1/N=C/c1ccc(Br)cc1,0.5,-0.7,0,4,0,12,-52,-80,-0.5
O=C(COC(=O)c1cc2ccccc2oc1=O)Nc1cccc(S(=O)(=O)N2CCCCCC2)c1,1.3,0.7,16,8,19,-8,-41,11,0.6
SMILES,TRPN1 ag,TRPML3 ag,NPY-Y2 PAM-ag,NPY Y1 blocker,NPY1 pot ag,S1P4 antag,CHOP inh,EP2 mod,S1P4 agonist
CN(C)C(=O)c1ccc(-c2cc(C(F)(F)F)n(C)n2)s1,1.4,0.4,3,.,24,17,-3,3,1.4
Cc1cc(C)n(Cc2ccc(C(=O)O)o2)n1,-1.6,0.4,12,-3,1,2,11,-2,-1.8
COc1ccc(C2=NNC(=Nc3cc(S(=O)(=O)N(C)C)ccc3C)SC2)c(OC)c1,-2.4,-0.9,-11,.,-10,-1,35,-27,0.5
O=[N+]([O-])c1cc(-c2nnc(N3CCOCC3)c3ccccc23)ccc1N1CCOCC1,3.3,2.3,2,-1,4,11,33,-20,1.1
CCN(CC(=O)NC(C)C)C(=O)CCNC(=O)c1ccc(Cl)cc1,0.7,0.1,4,0,13,0,21,5,2.5
Cc1ccc(CCNC(=O)c2nnn(-c3cccc(C)c3)c2N)cc1,-1.5,-1.6,-4,0,-23,7,25,-31,0.1
CCOc1ccccc1C(=O)NC(C(=O)Nc1ccccc1N1CCOCC1)C(C)C (configuration not stated),-0.2,-0.3,-4,6,1,-5,61,24,-0.1
Cc1cccc(C)c1NC(=O)CN(C)CC(=O)Nc1ccc(F)c(Cl)c1,0.0,0.8,-10,-6,2,6,18,-25,1.2
Cc1ccc(S(=O)(=O)N2CCC(C(=O)OCC(=O)N3CCc4ccccc43)CC2)cc1,-0.1,0.2,0,6,1,-18,8,-15,-2.6
Cc1cccc(C)c1NC(=O)c1cn(-c2ccccc2)nc1-c1ccccc1,1.5,0.6,6,-2,-17,-8,44,21,0.3
CCOC(=O)c1cnc(SC)nc1Oc1cccc(NS(=O)(=O)c2ccc(F)cc2)c1,1.9,0.1,-14,1,8,-13,25,5,0.5
CC(=O)Nc1cccc(/C(C)=N/NS(=O)(=O)c2ccccc2)c1,1.1,0.7,3,2,19,-5,1,30,0.6
O=C(Nc1ccc(NC(=O)C2CC2)nc1)c1cnccn1,0.3,0.4,-11,-1,-11,-5,-25,-14,1.3
CCOc1cc(C(=O)NCCOC)ccc1OC,0.5,0.7,-4,7,2,-5,-21,-5,2.6
CS(=O)(=O)N1CCN(c2ccc(NC(=O)c3cccnc3Cl)cc2)CC1,0.1,1.1,7,1,9,-9,20,-7,3.8
Cc1ccc(CSc2nnc(-c3cccc(S(=O)(=O)N4CCOCC4)c3)n2CC(C)C)cc1,1.3,0.1,3,7,-24,7,8,-37,0.2
COc1ccc(-c2cc(C(=O)Nc3ccccc3F)on2)cc1,1.4,1.1,-6,9,5,-26,14,6,2.3
CC1CCc2c(C(=O)NCCN3CCOCC3)csc2C1 (configuration not stated),-0.3,1.0,0,2,-31,1,14,3,-0.2
COc1ccc(C(=O)/C(C)=N/O)cc1OC,2.2,0.1,2,1,-4,-3,-22,13,2.0
Cc1ccc(C(=O)NC2CCN(CC(=O)Nc3cccc([N+](=O)[O-])c3)CC2)cc1,-0.5,0.4,-2,-2,6,12,18,-47,1.0
CCOC(=O)C1=C(O)/C(=C\c2ccc(CNS(=O)(=O)c3ccc(Br)cc3)o2)N=C1C,-0.5,-0.3,3,0,-16,-9,22,-10,-0.1
O=S(=O)(NCC1CC1)c1cccc(S(=O)(=O)N2CCCC2)c1,1.7,1.0,10,-3,11,-34,20,17,1.1
COc1ccc(NC(=O)CCS(=O)(=O)c2ccc3c(c2)CCCN3C(C)=O)cc1Cl,-0.7,0.7,5,-6,-3,9,17,-10,-4.4
CC(C)c1ccc(C(CC(=O)c2ccc(Cl)cc2)C(=O)O)cc1 (configuration not stated),0.6,-0.3,-51,11,-54,0,7,12,-2.4
Cc1ccc(C)c(N2CCN(C(=O)Nc3ccc4c(c3)N(C)C(=O)CS4)CC2)c1,5.0,3.0,4,9,-7,-26,54,-45,0.7
SMILES,TRPN1 ag,TRPML3 ag,NPY-Y2 PAM-ag,NPY Y1 blocker,NPY1 pot ag,S1P4 antag,CHOP inh,EP2 mod,S1P4 agonist
Cc1nn(C(C)(C)C)c(OC(=O)C2CCCC2)c1S(=O)(=O)c1ccccc1,0.2,16*,-22,0,20,-13,30,36,-2.2
Cn1cc(CNCc2cn(C)nc2-c2ccc(C3CCCCC3)cc2)cn1,0.1,1.5,-2,7,-17,-21,23,-45,0.0
O=C(NCc1ccco1)C(=O)NCC1OCCN1S(=O)(=O)c1cc(F)ccc1F (configuration not stated),-1.0,-0.2,8,.,6,-10,13,-22,-3.1
O=C(NNC(=O)c1cc(-c2ccco2)nc2ccccc12)c1ccccc1,1.2,0.4,-17,.,2,-15,9,-15,0.6
Cc1ccccc1-n1c(SCc2cc(=O)n3ccccc3n2)nc2[nH]ncc2c1=O,-0.4,-1.8,-16,0,-8,22,29,-6,-0.1
COc1ccc(-c2nsc3c(N4CCN(C(=O)c5ccco5)CC4)ncnc23)cc1,0.3,1.4,-6,8,2,6,4,-31,0.4
Cc1cccc(NC(=O)NCC(c2ccco2)N2CCCCC2)c1 (configuration not stated),0.6,1.0,3,3,4,-15,8,-31,0.1
CCOc1ccccc1OCC(=O)NN1Cc2ccccc2C1=N,1.8,0.3,4,3,-3,-4,-4,8,-2.1
Brc1ccc(C2=Nn3c(nnc3-c3cccnc3)SC2)s1,-0.1,-0.3,3,-1,8,-5,2,23,1.4
CC1CCN(S(=O)(=O)c2csc(C(=O)Nc3ccccc3)c2)CC1,-1.7,-1.1,10,-11,8,0,77*,-31,-1.5
Cc1occc1C(=O)NNC(=O)Nc1ccc([N+](=O)[O-])cc1,-0.1,1.0,-10,-1,6,-9,-2,16,1.2
Cc1[nH]n(-c2cccc3ccccc23)c(=O)c1/C=N/c1sc2c(c1C#N)CCC2,0.2,0.7,3,0,-12,-4,13,-12,-4.8
CC(=O)Nc1ccc(SCC(=O)OCC(=O)NC(=O)NCc2ccco2)cc1,-0.4,-0.3,8,-4,10,15,-16,-3,-0.9
COCCCNC(=S)N/N=C/c1cccc(OC)c1O,-0.2,0.7,13,.,5,9,-16,-20,-0.7
C=CC[N+](C)(C)C/C(Cl)=C(\Cl)c1ccccc1,0.6,0.5,-10,5,-24,0,-6,16,3.0

# Exported as tab-separated lines: 3 of the compounds above
canonical_smiles	TRPN1 ag	TRPML3 ag	NPY-Y2 PAM-ag	NPY Y1 blocker	NPY1 pot ag	S1P4 antag	CHOP inh	EP2 mod	S1P4 agonist
CC(=O)Nc1ccc(SCC(=O)OCC(=O)NC(=O)NCc2ccco2)cc1	-0.4	-0.3	8	-4	10	15	-16	-3	-0.9
Cc1ccc(CCNC(=O)c2nnn(-c3cccc(C)c3)c2N)cc1	-1.5	-1.6	-4	0	-23	7	25	-31	0.1
O=C(Nc1ccc(NC(=O)C2CC2)nc1)c1cnccn1	0.3	0.4	-11	-1	-11	-5	-25	-14	1.3

# Compounds above containing a COOH group:
SMILES,TRPN1 ag,TRPML3 ag,NPY-Y2 PAM-ag,NPY Y1 blocker,NPY1 pot ag,S1P4 antag,CHOP inh,EP2 mod,S1P4 agonist
Cc1cc(C)n(Cc2ccc(C(=O)O)o2)n1,-1.6,0.4,12,-3,1,2,11,-2,-1.8
CC(C)c1ccc(C(CC(=O)c2ccc(Cl)cc2)C(=O)O)cc1 (configuration not stated),0.6,-0.3,-51,11,-54,0,7,12,-2.4
